Dyrk1A ADPGlo: blocks rat Dyrk1A kinase activity. Q63470. ADP-Glo luminescence, NFATc1 peptide. inhibition, % at 12.5 µM. hit rate 0.43% among 310,000; in the data active means inhibition above about 50%;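 further: plate controls were vehicle with enzyme for no effect and no enzyme for full effect; many of its hits are not listed in these tables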
Platelet DG rel: platelet dense granule release activity | hit rate 0.22% among 300,000 | human platelet-rich plasma, SFLLRN dense granule ATP release, luminescence | inhibition, %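 (compounds screened at 7.5 µM in platelet-rich plasma)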;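 active means mean replicate score, as percent of positive control, at or above 50; inconclusive means mean below 50 but at least one replicate at or above 50; inactive means mean and every replicate below 50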
AI-2 QS mod: modulators of Vibrio harveyi AI-2 quorum sensing system; activity change, % at 7.5 µM; AID 2094; Vibrio harveyi JMH597 AI-2 luminescence/OD600 ratio, 9 h; hits give low values; strain lacks LuxN and CqsS sensors; 0 = neutral-control median; hit rate 0.4% among 300,000; in the data active means activity change below about -75%, passing the limit was not always enough; inconclusive means no clear call, values can overlap the other calls;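 further: luminescence divided by OD600 gain over 9 h not by final OD600 alone; inactives centre near 13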
HSF1 activator: increases HSF-1 driven luciferase reporter signal; NIH3T3-HGL HSF-1 luciferase reporter, MG132, 8 h; 100% = twice DMSO control signal; activation, % at 9 µM; hit rate 1.7% among 300,000; AID 504408;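 active means mean replicate activation of at least 50% with a set share of replicates each reaching 50%; inconclusive means only one of those two conditions met; inactive means mean below 50% and too few replicates reaching it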;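 further: 0% = median of the neutral control wells and 100% = twice that signal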
HSP90 inh: blocks HSP90-mediated luciferase refolding in reticulocyte lysate. hit rate 0.91% among 290,000. Rabbit reticulocyte lysate, luciferase refolding luminescence, 3 h. inhibition, % at 5.6 µM;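 active means inhibition above the screen-wide mean plus 3 SD, computed separately per campaign, cut at about 16% in these data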;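 further: 0% = DMSO wells and 100% = 60 µM geldanamycin wells; inhibitors lower the luminescence because luciferase stays unfolded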
HDAC3 inhib: inhibitors of human histone deacetylase 3; O15379; recombinant HDAC3, fluorogenic peptide/trypsin coupled, fluorescence; inhibition, % at 8.3 µM; hit rate 0.15% among 320,000; in the data active means inhibition above about 26%, passing the limit was not always enough; inconclusive means no clear call, values can overlap the other calls
Target sequence (O15379 whole entry, looked up): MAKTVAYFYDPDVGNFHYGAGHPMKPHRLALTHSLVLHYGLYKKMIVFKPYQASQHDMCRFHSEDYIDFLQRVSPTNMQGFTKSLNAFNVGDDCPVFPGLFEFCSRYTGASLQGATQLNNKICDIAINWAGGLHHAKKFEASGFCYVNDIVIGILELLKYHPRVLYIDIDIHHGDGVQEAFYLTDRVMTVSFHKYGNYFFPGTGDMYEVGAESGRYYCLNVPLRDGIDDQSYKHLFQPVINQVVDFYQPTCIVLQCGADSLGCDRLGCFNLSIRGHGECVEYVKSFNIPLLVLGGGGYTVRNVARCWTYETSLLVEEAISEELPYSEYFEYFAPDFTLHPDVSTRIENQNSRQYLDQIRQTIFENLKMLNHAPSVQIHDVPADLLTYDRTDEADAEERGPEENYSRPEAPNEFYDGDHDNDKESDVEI
GSK3beta inhib: blocks human GSK3beta kinase activity | P49841 | GST-GSK3beta kinase, ADP-Glo luminescence, 60 min; hits give low values | activity score (negative = inhibition), % at 10 µM | hit rate 0.038% among 300,000 | AID 2097;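 active means more than half of replicate wells score below -50%, meaning over 50% inhibition versus plate controls; inconclusive means some replicates but at most half score below -50%; inactive means no replicate scores below -50%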;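 further: 0% = median DMSO wells and -100% = median GW8510 positive control wells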
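Assay system: GST-tagged human GSK3beta kinase, cell-free; Input: 1.6 ng GSK3beta; Medium: Tris/MgCl2 kinase buffer; Timing: 60 min enzyme reaction, room temperature; Signal: ADP-Glo luminescence quantifying ADP generated by kinase; Evaluation: score relative to plate controls; Benchmarks: DMSO neutral wells and GW8510 at 20 µM as positive.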
HSF1 inh: HSF1 inhibition. NIH3T3-HGL HSE-luciferase, MG132-induced, luminescence 8 h; hits give low values. activity change, negative = inhibition, % at 7.5 µM (by protocol). hit rate 0.77% among 300,000. AID 2098;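 active means more than half of replicate wells show activity change below -50%, luminescence cut by over half; inconclusive means some wells, but at most half, below -50%; inactive means no replicate well below -50%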;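 further: luciferase reports HSF-1 transcriptional activity via heat shock element; 0% = median of DMSO wells and -100% = zero luminescence signal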
PolyA inh: yeast polyadenylation inhibition; S. cerevisiae SKY197-pL101 polyadenylation reporter, beta-gal luminescence; efflux-impaired pdr1/pdr3 knockout yeast; score 100 = 6 SD above DMSO; calls only at 12 µM; hit rate 0.02% among 300,000; AID 1875;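 active means lowest replicate activity score at least 50, where 100 means six control SD above control mean; inconclusive means lowest score under 50 but half or more replicates reach 50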;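 further: yeast exposed to compound for 9 h at 30 °C; higher score means more reporter readthrough which indicates perturbed polyadenylation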
GSK3A inh: blocks human GSK-3 alpha kinase; hit rate 0.1% among 320,000; P49840; inhibition, % at 10 µM; ADP-Glo luminescence, 60 min;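 in the data active means inhibition above about 50%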;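 further: GST-tagged GSK-3 alpha with peptide substrate and 25 µM ATP; 0% = DMSO neutral wells and 100% = GW8510 positive control wells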
Target sequence (P49840 whole entry, looked up): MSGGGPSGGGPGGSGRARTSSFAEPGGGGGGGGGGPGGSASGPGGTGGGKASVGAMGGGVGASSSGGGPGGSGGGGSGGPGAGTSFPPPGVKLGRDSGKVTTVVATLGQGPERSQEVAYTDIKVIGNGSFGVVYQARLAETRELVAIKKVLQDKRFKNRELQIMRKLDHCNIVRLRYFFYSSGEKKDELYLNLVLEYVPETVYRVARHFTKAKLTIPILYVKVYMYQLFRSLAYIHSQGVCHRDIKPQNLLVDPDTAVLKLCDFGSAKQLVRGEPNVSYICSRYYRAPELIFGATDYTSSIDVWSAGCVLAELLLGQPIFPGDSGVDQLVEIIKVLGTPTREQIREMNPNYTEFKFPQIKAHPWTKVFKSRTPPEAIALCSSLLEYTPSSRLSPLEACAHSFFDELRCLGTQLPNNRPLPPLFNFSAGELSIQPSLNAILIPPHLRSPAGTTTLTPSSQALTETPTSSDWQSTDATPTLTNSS
The depositor's hits bear a star.

`Cc1c(OC(C)C(=O)NC(Cc2c[nH]c3ccc(O)cc23)C(=O)O)ccc2c1oc(=O)c1ccccc12` (centres undefined) gave Dyrk1A ADPGlo 31.1, Platelet DG rel 0.3, AI-2 QS mod 21.1, HSF1 activator -3.3, HSP90 inh -5.8, HDAC3 inhib 2.0, GSK3beta inhib -5.5, HSF1 inh 0.1, PolyA inh inactive and GSK3A inh 15.7.
For COc1ccccc1NC(=O)N1CCc2[nH]c3ccc(Cl)cc3c2C1 the results were Dyrk1A ADPGlo 5.2, Platelet DG rel -0.4, AI-2 QS mod 25.3, HSF1 activator 10.2, HSP90 inh 1.1, HDAC3 inhib 4.3, GSK3beta inhib 2.2, HSF1 inh 2.3, PolyA inh inactive and GSK3A inh -1.6.
For NC(=O)NC(=O)CSc1ccccc1 the results were Dyrk1A ADPGlo -1.4, Platelet DG rel 0.0, AI-2 QS mod 19.9, HSF1 activator -1.3, HSP90 inh 5.5, HDAC3 inhib -0.5, GSK3beta inhib -3.3, HSF1 inh 0.2, PolyA inh inactive and GSK3A inh -0.6.
CCOc1cccc2c1OC1(C)CC2NC(=O)N1c1cccc(C(=O)N2CCN(c3ccccn3)CC2)c1 (centres undefined) was read as Dyrk1A ADPGlo -3.8, Platelet DG rel -29.2, AI-2 QS mod -56.8, HSF1 activator -7.9, HSP90 inh 1.7, HDAC3 inhib -0.5, HSF1 inh 1.9, PolyA inh inactive and GSK3A inh -1.9.
Screening CNC(=S)NCCC(c1ccccc1)c1ccccc1 returned Dyrk1A ADPGlo 0.7, Platelet DG rel 3.9, AI-2 QS mod 11.1, HSF1 activator inconclusive, HSP90 inh -1.4, HDAC3 inhib 1.2, GSK3beta inhib -2.8, HSF1 inh 15.8, PolyA inh inactive and GSK3A inh -2.5.
Cc1cccc(OCCC(=O)Nc2c(C)n(C)n(-c3ccccc3)c2=O)c1 was read as Dyrk1A ADPGlo -8.8, Platelet DG rel -3.0, HSF1 activator 30.1, HSP90 inh -0.2, HDAC3 inhib -0.6, HSF1 inh 12.9, PolyA inh inactive and GSK3A inh -2.1.
Screening C=CCn1c(SCC(=O)NCC2CCCO2)nc2scc(-c3ccco3)c2c1=O (centres undefined) returned Dyrk1A ADPGlo 4.8, Platelet DG rel 5.6, AI-2 QS mod 23.9, HSF1 activator -0.6, HSP90 inh 2.5, HDAC3 inhib 6.8, GSK3beta inhib 0.3, HSF1 inh -1.7, PolyA inh inactive and GSK3A inh -3.6.
For Cc1cc(=O)n2c(-c3ccccc3C)n[nH]c2n1 the results were Dyrk1A ADPGlo 11.5, Platelet DG rel 4.3, AI-2 QS mod 18.0, HSF1 activator -5.5, HSP90 inh -0.7, HDAC3 inhib 7.5, GSK3beta inhib 1.5, HSF1 inh 0.2, PolyA inh inactive and GSK3A inh -1.5.
For CC(C)(C)C(=O)OC/C(N)=N/OC(=O)c1ccc(Cl)c(Cl)c1 the results were Dyrk1A ADPGlo 9.3, Platelet DG rel 1.1, AI-2 QS mod -38.5, HSF1 activator 3.8, HSP90 inh -2.3, HDAC3 inhib 2.2, GSK3beta inhib -3.4, HSF1 inh 2.6, PolyA inh inactive and GSK3A inh -0.3.
Screening CC(=O)c1ccc(OCC(=O)N2CCN(S(=O)(=O)c3ccc(C)cc3C)CC2)cc1 returned Dyrk1A ADPGlo -3.3, Platelet DG rel 8.5, AI-2 QS mod -1.6, HSF1 activator 2.1, HSP90 inh -3.7, HDAC3 inhib -1.2, GSK3beta inhib -0.2, HSF1 inh 3.8, PolyA inh inactive and GSK3A inh -1.3.
CCCOc1ccc(-c2nc(C#N)c(N3CCc4ccccc4C3)o2)cc1 was read as Dyrk1A ADPGlo 1.8, Platelet DG rel 3.6, AI-2 QS mod 10.0, HSF1 activator -7.6, HSP90 inh 2.0, HDAC3 inhib -4.8, GSK3beta inhib -0.1, HSF1 inh -1.8, PolyA inh inactive and GSK3A inh 1.2.
`O=C(NCc1ccco1)C(=O)NCC(c1ccco1)N1CCOCC1` (centres undefined) gave Dyrk1A ADPGlo -4.7, Platelet DG rel 3.8, AI-2 QS mod 10.4, HSF1 activator -76.9, HSP90 inh -3.2, HDAC3 inhib 12.9, GSK3beta inhib 2.9, HSF1 inh -68.9* and PolyA inh inactive.
O=C(NCc1ccc(F)cc1)c1cc2ccccc2o1 was read as Dyrk1A ADPGlo -4.9, Platelet DG rel -3.6, HSF1 activator 20.3, HSP90 inh -4.0, HDAC3 inhib 0.4, HSF1 inh -0.8, PolyA inh inactive and GSK3A inh 3.2.
Screening CC(=O)OCCCCON1C(=O)c2ccccc2C1=O returned Dyrk1A ADPGlo -2.5, Platelet DG rel 0.8, AI-2 QS mod 15.3, HSF1 activator 32.6, HSP90 inh 7.1, HDAC3 inhib 1.7, GSK3beta inhib 1.7, HSF1 inh 5.5, PolyA inh inactive and GSK3A inh 1.7.
For CCOc1ccc(S(=O)(=O)N2CCN(Cc3ccc4c(c3)OCO4)CC2)cc1OCC the results were Dyrk1A ADPGlo -14.4, Platelet DG rel -9.7, AI-2 QS mod 5.9, HSF1 activator 15.6, HSP90 inh -1.4, HDAC3 inhib 5.0, GSK3beta inhib 1.1, HSF1 inh 4.2, PolyA inh inactive and GSK3A inh -3.2.
Screening COc1ccccc1-c1nnc(NC(=O)c2ccc(S(=O)(=O)N(C)C)cc2)o1 returned Dyrk1A ADPGlo -1.6, Platelet DG rel -1.2, AI-2 QS mod 4.6, HSF1 activator 4.3, HSP90 inh 7.3, HDAC3 inhib 4.3, GSK3beta inhib -1.2, HSF1 inh -5.1, PolyA inh inactive and GSK3A inh -2.6.
`O=C(OC(C(=O)NCc1ccco1)C(OC(=O)c1ccccc1)C(=O)NCc1ccco1)c1ccccc1` (centres undefined) gave Dyrk1A ADPGlo -5.2, Platelet DG rel 0.8, AI-2 QS mod 2.5, HSF1 activator 10.0, HSP90 inh -3.0, HDAC3 inhib -0.9, GSK3beta inhib -2.3, HSF1 inh -2.1, PolyA inh inactive and GSK3A inh -0.7.
O=C1N/C(=C/c2cccn2-c2ccccc2)C(=O)N1Cc1ccccc1F was read as Dyrk1A ADPGlo 5.2, Platelet DG rel -0.8, AI-2 QS mod 8.6, HSF1 activator 12.0, HSP90 inh -3.6, HDAC3 inhib 2.5, GSK3beta inhib 1.8, HSF1 inh 1.0, PolyA inh inactive and GSK3A inh -1.0.
Screening O=C(CCC1CCCC1)N[C@@H](Cc1ccc(O)cc1)C(=O)O returned Dyrk1A ADPGlo -2.8, Platelet DG rel 8.0, AI-2 QS mod 41.3, HSF1 activator -8.8, HSP90 inh 4.4, HDAC3 inhib -1.5, GSK3beta inhib 2.7, HSF1 inh -2.3, PolyA inh inactive and GSK3A inh 3.1.
For C=CCN(c1ccccc1OC)S(=O)(=O)c1ccc(Cl)c(C(=O)Nc2ccc(N3CCOCC3)cc2)c1 the results were Dyrk1A ADPGlo -0.4, Platelet DG rel 7.1, AI-2 QS mod 6.0, HSF1 activator 2.5, HSP90 inh 2.1, HDAC3 inhib -1.4, GSK3beta inhib -1.6, HSF1 inh 0.7, PolyA inh inactive and GSK3A inh -0.8.
Screening Cc1ccc(-c2nn(CCC(N)=O)c(=O)c3ccccc23)cc1 returned Dyrk1A ADPGlo -2.2, Platelet DG rel 1.6, AI-2 QS mod 0.3, HSF1 activator 8.4, HSP90 inh -3.9, HDAC3 inhib 0.8, GSK3beta inhib -2.2, HSF1 inh 7.2, PolyA inh inactive and GSK3A inh -0.1.
Screening CCCCOc1ccc(C2C(C(=O)c3ccc(C)o3)=C(O)C(=O)N2CC2CCCO2)cc1 (centres undefined) returned Dyrk1A ADPGlo 3.0, Platelet DG rel -3.1, AI-2 QS mod 16.8, HSF1 activator 20.4, HSP90 inh -4.6, HDAC3 inhib -8.5, GSK3beta inhib 2.6, HSF1 inh -1.6, PolyA inh inactive and GSK3A inh -1.7.
`Cc1c(NC(=O)c2cc(-c3ccc(O)cc3)on2)c(=O)n(-c2ccccc2)n1C` gave Dyrk1A ADPGlo -4.9, Platelet DG rel 14.6, AI-2 QS mod 5.7, HSF1 activator 7.7, HSP90 inh -1.2, HDAC3 inhib -1.7, GSK3beta inhib 1.1, HSF1 inh 0.3, PolyA inh inactive and GSK3A inh 1.2.
Screening Cc1ccc(S(=O)(=O)NCC(=O)NCc2cc(=O)n(C)c(=O)n2C)cc1 returned Dyrk1A ADPGlo 5.5, Platelet DG rel 7.6, AI-2 QS mod 7.3, HSF1 activator -14.0, HSP90 inh 3.6, HDAC3 inhib 1.8, GSK3beta inhib -1.9, HSF1 inh -7.6, PolyA inh inactive and GSK3A inh -8.3.
Cn1cc([N+](=O)[O-])c(C(=O)N/N=C/c2cc3c(cc2Br)OCO3)n1 was read as Dyrk1A ADPGlo 7.1, Platelet DG rel 8.1, AI-2 QS mod 17.8, HSF1 activator 3.4, HSP90 inh 2.0, HDAC3 inhib 18.7, GSK3beta inhib -10.9, HSF1 inh 0.3, PolyA inh inactive and GSK3A inh 2.4.
COc1ccc(S(=O)(=O)N2CCCC(C(=O)NCCN3CCOCC3)C2)cc1C (centres undefined) was read as Dyrk1A ADPGlo -2.5, Platelet DG rel 1.7, AI-2 QS mod 21.3, HSF1 activator 25.6, HSP90 inh -0.4, HDAC3 inhib 0.6, GSK3beta inhib -3.1, HSF1 inh 2.3, PolyA inh inactive and GSK3A inh 0.6.
Screening Cc1cccc(-n2ncc(C#N)c2N)c1 returned Dyrk1A ADPGlo -6.7, Platelet DG rel 4.3, AI-2 QS mod 5.2, HSF1 activator 13.7, HSP90 inh 1.1, HDAC3 inhib 1.4, GSK3beta inhib 0.6, HSF1 inh -3.1, PolyA inh inactive and GSK3A inh 0.3.
Cc1ccc(C(=O)NC(NCC2CCCO2)C(Cl)(Cl)Cl)cc1 (centres undefined) was read as Dyrk1A ADPGlo 0.9, Platelet DG rel 12.4, AI-2 QS mod 16.9, HSF1 activator 3.5, HSP90 inh -3.7, HDAC3 inhib 3.8, GSK3beta inhib -3.2, HSF1 inh 7.3, PolyA inh inactive and GSK3A inh -2.2.
Cc1ccc(S(=O)(=O)NCCSc2ccccc2)cc1[N+](=O)[O-] was read as Dyrk1A ADPGlo 1.8, Platelet DG rel 1.4, AI-2 QS mod -5.5, HSF1 activator -0.2, HSP90 inh 0.0, HDAC3 inhib -1.8, GSK3beta inhib 0.7, HSF1 inh 5.2, PolyA inh inactive and GSK3A inh -3.0.
COc1cccc(CNS(=O)(=O)c2c(C(=O)N3CCCC3)c(C)n(C)c2C)c1 was read as Dyrk1A ADPGlo 0.6, Platelet DG rel 18.8, AI-2 QS mod 10.3, HSF1 activator -7.7, HSP90 inh -2.0, HDAC3 inhib -7.2, GSK3beta inhib 4.9, HSF1 inh -3.8, PolyA inh inactive and GSK3A inh -0.6.

Not all compounds are listed (hit frequency here may not be typical).
